# Ba/F3 V617F tox = reduce viability of Ba/F3 cells dependent on JAK2V617F; Ba/F3 EpoR-JAK2V617F viability, ATP luminescence; inhibition, % at 5.6 µM; actives 1.1% (n = 220,000);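 active = inhibition above the campaign mean plus 3 SD over all tested compounds, cut at about 24% in these data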;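 also: cytokine-independent growth of Ba/F3 cells driven by EpoR plus mutant JAK2; 0% = DMSO-treated cells and 100% = JAK inhibitor I control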
# S1P4 ag = agonists of human S1P4 receptor. O95977. S1P4-expressing cell line, agonist reporter assay. activation, % at 4.98 µM. actives 0.35% (n = 220,000). AID 1509; in the data active = activation above about 11%;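 also: 0% = DMSO vehicle and 100% = reference agonist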
# NPY-Y2 PAM-ag = potentiates or activates human NPY-Y2 receptor; cells expressing NPY-Y2, potentiator/agonist read-out; activation, % at 3.6 µM; actives 0.45% (n = 220,000); in the data active = activation above about 27%;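 also: cells stimulated with NPY near EC25 plus isoproterenol at EC100; 0% = vehicle plus submaximal agonist and 100% = vehicle plus saturating agonist; some results beyond the cut were filed as inactive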
# eIF4E 4G PPI = blocks eIF4E binding to eIF4G | TR-FRET eIF4E-eIF4GI(517-606) binding, 2 h | inhibition, % at 21.7 µM | actives 0.37% (n = 220,000);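 active = inhibition above about 30%, limit read from the data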;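 also: 0% = full FRET control wells and 100% = background wells lacking eIF4GI fragment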
# S1P4 antag = human S1P4 receptor antagonism. S1P4-expressing cells, antagonist mode, reporter read-out. actives 0.26% (n = 220,000). inhibition, % at 4.98 µM; in the data active = inhibition above about 29%;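 also: 0% = wells stimulated with agonist and 100% = vehicle wells without agonist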
# MDM2 E3 inh = Mdm2 E3 ligase (human) inhibition. AID 1230. cell-based MDM2 ubiquitination luciferase reporter, 2 h; 0 = plate control, 100 = twice control, blank-subtracted. actives 0.11% (n = 210,000). signal enhancement, % at 5 µM;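 active = signal enhancement of 30% or more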;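 also: luminescence tracks abundance of the self-degrading MDM2-luciferase fusion protein; higher signal means inhibition of MDM2 E3 ligase activity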
#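 Assay system: stable mammalian line carrying autodegrading MDM2–luciferase fusion reporter; Input: 2000 cells in each well; Compound dosing: single-point 5 µM; Schedule: 2 h compound exposure at 37 °C; Signal: SteadyLite luciferase luminescence after 15 min room-temperature reagent incubation; Evaluation: % luminescence enhancement versus blank-corrected plate control mean; Benchmarks: plate controls and plate blanks.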
# BaF3 tox = counter-screen for JAK2V617F inhibitors: parental Ba/F3 viability inhibitors; CellTiter-Glo ATP luminescence; inhibition, % at 5.6 µM; actives 1.1% (n = 220,000); AID 1486;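 active = inhibition above a per-campaign cutoff, the mean inhibition of all tested compounds plus 3 SD, cut at about 27% in these data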;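 also: 0% = DMSO wells and 100% = JAK Inhibitor I control wells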
# Wee1 stabilizer = inhibitors of human Wee1 degradation; P30291; HeLa Luc-Wee1K328M stability, luciferase luminescence; 100% = proteasome inhibitor MG132 effect; reporter increase, % at 5 µM; actives 1.2% (n = 220,000); AID 1321;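 active = activation above the mean of all tested compounds plus 3 SD, set per screening run, cut at about 8.8% in these data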;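 also: cells exposed to compound for 20 h before luminescence read; 0% = DMSO alone and 100% = MG132 at 30 µM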
# PERK inh = human PERK inhibition, primary cell-based screen; inhibition, % at 5.6 µM; actives 0.17% (n = 220,000); Q9NZJ5; CHO PERK-DD fusion, SEAP luminescence translation reporter;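 active = inhibition above the mean inhibition of all tested compounds plus 3 SD, set separately per screening campaign, cut at about 2.9% in these data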;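 also: PERK kinase domain activated by AP20187 dimerizer at 100 nM; 0% = DMSO with dimerizer and 100% = rapamycin at 8.4 µM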
# * hit, by the source's call; . = no result given; [ ] = dose if it differs, or a comment.
SMILES,Ba/F3 V617F tox,S1P4 ag,NPY-Y2 PAM-ag,eIF4E 4G PPI,S1P4 antag,MDM2 E3 inh,BaF3 tox,Wee1 stabilizer,PERK inh
CCOc1ccc(OCC(=O)Nc2ccc(OC)cc2)cc1,1,2.6,-3,-11,-3,-1,3,1,0.8
CCOC(=O)C[N+](CC)(CC)CC#Cc1ccccc1,0,0.8,-11,7,-12,3,2,1,0.8
O=C(Nc1ccncc1)c1cc(-c2ccccn2)nc2ccccc12,-1,-0.2,-37,-1,-19,-15,4,2,0.3
Cc1cccc(NC(=O)c2ccc(S(=O)(=O)N3CCOCC3)cc2)n1,0,-2.6,3,2,-7,-4,4,2,1.3
CCC(=O)Nc1ccc(-c2csc(C)n2)cc1,0,1.4,-10,5,-13,-1,6,2,0.4
O=c1cc(CSc2nnnn2-c2ccccc2)[nH]c2[nH]n(-c3ccccc3)c(=O)c12,3,2.5,-7,2,-27,-4,5,-2,0.2
COc1ccc(N(CC(=O)NCC2CCCO2)C(=O)CCC(=O)Nc2nccs2)cc1 (centres undefined),-1,-0.7,11,-1,-8,.,2,-1,1.9
N#Cc1c(SCC(=O)Nc2nccs2)nc2c(c1-c1ccco1)CCCC2,1,0.7,-4,-33,-6,-14,10,1,0.7
CCN1CCN(Cc2cccc(Oc3ccc(Cl)cc3)c2)CC1,0,-0.8,-16,2,-13,-17,8,-2,-2.0
Cc1ccc(S(=O)(=O)Nc2csc(C)c2C(=O)O)cc1,-5,1.4,2,2,-9,-9,1,0,1.2
O=S(=O)(Cc1ccccc1)NCC1CCCO1 (centres undefined),1,-1.1,7,-5[fluorescence artefact?],-13,-3,3,1,0.7
CCc1ccc(NC(=O)CNC(=O)c2cn(-c3ccccc3OC)c(=O)c3ccccc23)cc1,-4,-1.6,1,-15,-24,-11,-1,0,-2.2
CCc1c(O)cc(=O)n(-c2ccccc2)c1-c1ccccc1,1,-1.0,1,4,-4,-5,4,-4,-0.3
COc1ccc(CC(=O)Nc2ccc(N3CCCCC3)cc2)cc1,-2,1.7,-5,4,2,8,12,3,0.3
CC(C)(C)c1cc(C(=O)NNC(=O)Nc2cccc(Cl)c2)n(Cc2ccccc2)n1,1,0.1,-13,4,-4,-13,-2,1,0.6
Cc1ccnc(NS(=O)(=O)c2ccc(N3C(=O)Nc4ccccc4N3O)cc2)c1,4,1.1,-2,0,10,-8,5,5,-0.2
CC(=O)Nc1nc(C)c(Oc2ccc(Cl)cc2Cl)c(=O)[nH]1,-3,-2.4,-5,5,-3,-17,2,-1,1.3
COc1ccccc1Nc1nc2ccccc2[nH]1,2,-0.3,-4,-1[fluorescence artefact?],4,-19,4,1,-0.1
Cc1cccc(NC(=O)NCC(F)(F)F)n1,0,0.6,2,4,2,-14,5,-2,1.5
CCC(C)COC(=O)C(C#N)c1nc2ccccc2nc1N1CCCCC1 (centres undefined),3,-0.5,-1,-9,7,5,6,-3,1.0
Cc1cc(C)n(-c2nc(-n3nc(C)cc3C)c3c4c(sc3n2)COC(C)(C)C4)n1,-1,0.3,-21,-2,-8,-14,4,-2,-0.6
Cc1nc(C/C(=N\Nc2ccccc2)c2ccc(O)cc2O)cs1,-4,-0.2,10,2,-24,-3,1,2,0.8
Cc1ccc(-n2ncc3c(NCc4ccc5c(c4)OCO5)ncnc32)c(C)c1,0,0.7,-10,4,-2,-22,5,3,-0.7
O=C(NCCCN1CCOCC1)c1cc2ccccc2oc1=O,1,1.5,20,4,6,-19,1,-1,2.1
COc1ccc(C(=O)Nc2cc(C(C)=O)c(C)oc2=O)cc1,1,1.3,2,0,-20,-12,6,-3,-0.3
N#C/C(=N/O)c1nc(-c2ccc(F)cc2)cs1,1,1.2,-15,2,11,-9,-1,0,1.4
O=C(OCC(=O)N1CCOCC1)c1cccc(S(=O)(=O)N2CCCc3ccccc32)c1,3,-0.7,-17,2,-35,-19,-5,0,-0.6
COc1ccc(C(=O)Nc2ccccc2C(=O)O)cc1NC(=O)C(c1ccccc1)c1ccccc1,-5,-0.7,19,5,0,1,-1,2,1.1
Cc1cc(CNC(=O)Cc2ccccc2)c2ccccc2n1,2,0.3,-7,0,-13,14,5,1,-0.1
O=C(Nc1ccc(N2CCCC2)c(S(=O)(=O)Nc2cccc(C(F)(F)F)c2)c1)c1cccs1,-1,0.2,17,-7,-3,3,2,-1,-0.2

# One compound at a time, as listed above. Values in the order: Ba/F3 V617F tox	S1P4 ag	NPY-Y2 PAM-ag	eIF4E 4G PPI	S1P4 antag	MDM2 E3 inh	BaF3 tox	Wee1 stabilizer	PERK inh
# Record of Cc1ccc(-n2ncc3c(NCc4ccc5c(c4)OCO5)ncnc32)c(C)c1 = 0	0.7	-10	4	-2	-22	5	3	-0.7
# Record of O=C(Nc1ccc(N2CCCC2)c(S(=O)(=O)Nc2cccc(C(F)(F)F)c2)c1)c1cccs1 = -1	0.2	17	-7	-3	3	2	-1	-0.2

# Next section.
SMILES,Ba/F3 V617F tox,S1P4 ag,NPY-Y2 PAM-ag,eIF4E 4G PPI,S1P4 antag,MDM2 E3 inh,BaF3 tox,Wee1 stabilizer,PERK inh
CC(C)NCc1nnc(-c2ccccc2Cl)o1,0,-1.2,2,1,-21,-8,3,1,-0.2
Cc1nnc(SCC2=C(C(=O)O)N3C(=O)C(NC(=O)Cn4nc(C)c(Cl)c4C)C3SC2)s1 (centres undefined),-3,-2.1,6,4,-14,-17,-1,-3,1.9
O=C(c1ccccc1)[C@@H]1[C@@H](C(=O)c2ccc(F)cc2)[C@@]2(C(=O)Nc3ccccc32)[C@H]2c3ccccc3C=CN12,3,-1.7,-8,-2,0,-21,9,-1,-0.1
Cc1ccc(OCCOCCNC(C)C)c(Br)c1,-4,-2.8,10,-1,2,-11,3,-2,1.0
COc1ccc(-c2csc(Nc3ncccc3C)n2)cc1,2,-1.9,-8,10[fluorescence artefact?],11,-12,2,4,1.0
Cc1cc(S(=O)(=O)Nc2ccc3c(c2)COC3=O)ccc1F,-1,0.6,-4,0,-8,7,8,0,0.7
CCOC(=O)c1ccc(NC(=S)N(CCCN2CCCC(C)C2)Cc2cccs2)cc1 (centres undefined),0,-1.5,-6,-1,-8,0,6,-1,0.5
c1ccc(Nc2cccc(Nc3ccccc3)n2)cc1,-3,0.0,12,4[fluorescence artefact?],2,-16,2,3,1.9
CC1CCc2c(C(=O)Nc3ccccn3)csc2C1 (centres undefined),-1,1.2,-8,-8,10,.,-2,4,0.3
Cn1c(-c2ccccc2)cnc1SCc1nc2ccccc2c(=O)[nH]1,-5,-2.6,-10,-3,-19,-9,0,6,0.1
CCOc1ccccc1-n1c(CNc2ccc(F)cc2)nnc1SCC(=O)NCc1ccco1,8,-0.6,-36,-3,3,-3,8,0,-0.8
O=C(CSc1nc(O)cc(=O)n1-c1ccccc1)NCc1ccccc1,5,1.3,4,1,1,20,8,0,0.3
COCC(C)NC(=O)C1CC(c2cccc(Br)c2)=NO1 (centres undefined),2,-1.9,3,-9,-21,-17,5,0,0.3
C=C(C)CN(CC)c1nc(N)c2c(N)nc3c(c2c1C#N)CC(=O)N3C12CC3CC(CC(C3)C1)C2,0,0.9,1,-16[fluorescence artefact?],3,-3,4,2,0.6
COCC(=O)OCC(=O)Nc1ccccc1-c1ccccc1,2,0.7,-7,1,-1,-20,9,3,0.7
Cc1ccc(CN(c2ccc(C(=O)NCc3ccc4c(c3)OCO4)cc2)S(C)(=O)=O)cc1,5,-0.5,6,-13,5,-19,9,-2,-1.8
COc1ccc(CNC(=O)COC(=O)/C=C/c2cccc(Br)c2)cc1,-1,-0.6,3,0,0,-7,4,-1,0.4
Cc1cc([N+](=O)[O-])nn1CC(=O)N1N=C(C(F)F)CC1(O)C(F)F (centres undefined),1,0.3,1,-2,-18,-6,3,-3,1.0
CCc1[nH]nc2c1C(c1ccsc1)C(C#N)=C(N)O2 (centres undefined),-3,-2.3,0,1[fluorescence artefact?],-6,0,-1,0,1.5
O=C(O)c1ccc(COc2ccccc2/C=C2\NC(=O)N(Cc3ccc(F)cc3)C2=O)cc1,3,-1.2,5,3,-25,-6,6,0,-0.1
C/C(Cl)=C\C[N+](C)(C)CC(=O)OCCc1ccccc1,0,1.4,12,0,1,-19,-3,0,0.1
C=CCn1c(SCC(C)=O)nnc1-c1cc(-c2ccccc2)sc1N,0,-1.2,11,5[fluorescence artefact?],3,-7,5,2,0.3
COc1cccc(-c2nnc3sc(-c4ccco4)nn23)c1,0,1.0,4,0,-19,-4,2,0,-0.3
Cc1csc2c(N3CCC(C(=O)O)CC3)ncnc12,-1,-0.3,-12,10,-2,-17,3,0,0.8
CS(=O)(=O)Nc1ccc(S(=O)(=O)N2CCOCC2)cc1,-6,0.0,6,3,-6,-14,-1,3,1.2
CCOC(=O)/C(N=Nc1c(C)n(C)n(-c2ccccc2)c1=O)=C(\C)O,2,-1.4,9,-7,4,2,7,8.9*,-0.1

# Entries shown so far with a thiophene ring, fused or not:
SMILES,Ba/F3 V617F tox,S1P4 ag,NPY-Y2 PAM-ag,eIF4E 4G PPI,S1P4 antag,MDM2 E3 inh,BaF3 tox,Wee1 stabilizer,PERK inh
Cc1ccc(S(=O)(=O)Nc2csc(C)c2C(=O)O)cc1,-5,1.4,2,2,-9,-9,1,0,1.2
Cc1cc(C)n(-c2nc(-n3nc(C)cc3C)c3c4c(sc3n2)COC(C)(C)C4)n1,-1,0.3,-21,-2,-8,-14,4,-2,-0.6
O=C(Nc1ccc(N2CCCC2)c(S(=O)(=O)Nc2cccc(C(F)(F)F)c2)c1)c1cccs1,-1,0.2,17,-7,-3,3,2,-1,-0.2
CCOC(=O)c1ccc(NC(=S)N(CCCN2CCCC(C)C2)Cc2cccs2)cc1 (centres undefined),0,-1.5,-6,-1,-8,0,6,-1,0.5
CC1CCc2c(C(=O)Nc3ccccn3)csc2C1 (centres undefined),-1,1.2,-8,-8,10,.,-2,4,0.3
CCc1[nH]nc2c1C(c1ccsc1)C(C#N)=C(N)O2 (centres undefined),-3,-2.3,0,1[fluorescence artefact?],-6,0,-1,0,1.5
C=CCn1c(SCC(C)=O)nnc1-c1cc(-c2ccccc2)sc1N,0,-1.2,11,5[fluorescence artefact?],3,-7,5,2,0.3
Cc1csc2c(N3CCC(C(=O)O)CC3)ncnc12,-1,-0.3,-12,10,-2,-17,3,0,0.8

# Screens from PubChem.
